E-selectin induc: E-selectin induction in HUVECs, primary screen, imaging, HUVEC, immunofluorescence imaging, single point. P16581. normalized: neutral wells 0, TNF-alpha wells 100. activation, % at 7.58 µM. 260,000 tested, 0.37% active. AID 686992, 2013;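 active = mean E-selectin-positive cell signal at least 10% of the positive control, reached in at least 60% of replicates, without over 20% cell loss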;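 also: in these data hits start at about 27%; measured in HUVEC primary endothelial cells; signal is the percent of cells scored E-selectin positive by PE staining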
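Assay system: HUVEC, human umbilical vein endothelial cells / Amount: 3,000 HUVEC/well / Controls: TNF-alpha positive control, DMSO neutral control / Compound dosing: single concentration / Medium: EGM-2 over gelatin coat / Evaluation: percent E-selectin-positive cells / Signal: immunofluorescence imaging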
RAD54 inh: inhibitors of human RAD54 branch migration, primary screen, biochemical, fluorescence, single point | RAD54 Holliday junction branch migration, FAM/BHQ fluorescence | inhibition, % at 10.4 µM | 360,000 tested, 0.14% active;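 active = mean normalized replicate activity at least 40 and at least half of replicates scoring 40 or more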;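 also: 0% = median of neutral control wells and 100% = median of positive control wells; inhibitors cause a drop in the FAM fluorescence signal; in these data hits start at about 50%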
Xi reactivation: activators of inactive X chromosome reactivation, primary screen, imaging, XiGFP fibroblasts, GFP high-content imaging, set 2 | AID 743238, 2013 | activation, % at 7.58 µM | XiGFP mouse fibroblasts, % GFP-positive cells imaging, 3 d; cells co-treated with 5-aza-dC sensitizer; scaled so ellipticine positive control = 100% | 360,000 tested, 0.055% active;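 active = mean normalized replicate activation at least 10% and every replicate at or above 10%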;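 also: 0% = median of on-plate neutral control wells and 100% = ellipticine 6 µM median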
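Material: XiGFP fibroblasts, SV40-immortalized; Buffer or medium: DMEM containing 5-aza-dC; Compound dosing: single point; Times: 3 days compound exposure.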
DENV2 CPE rescue: inhibitors of DENV2 cytopathic effect, primary screen, cell-based, plate reader, single concentration | DENV2-infected cells, cytopathic effect rescue | CPE inhibition, % at 9.99 µM | 350,000 tested, 1.7% active; in the data active = CPE inhibition above about 20%, passing the limit was not always enough; tested in BHK-21 cells;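 also: 0% = median of neutral control wells and 100% = median of positive control wells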
RAD52 inh: RAD52 DNA annealing inhibitors, primary screen, biochemical, FRET, single point, set 2 | AID 651710, 2012 | inhibition, % at 18.7 µM | 360,000 tested, 0.46% active | DNA repair protein RAD52 homolog (Homo sapiens), P43351 | recombinant RAD52 DNA annealing, FRET fluorescence;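 active = every replicate showing at least 50% inhibition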
CFTR F508del cor: F508del CFTR correction, initial screen, CFBE line, single point; CFBE cells, YFP halide quenching; stimulated with forskolin plus potentiator P3; % fluorescence drop versus neutral controls; activity (quench increase), % at 7.58 µM; 350,000 tested, 0.36% active; AID 720511, 2013;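 active = mean added fluorescence quench of at least 8% versus neutral control, with both replicates also reaching 8%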;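 also: cells transiently co-express mutant CFTR-F508del with the halide-sensitive YFP; corrector assay measuring rescue of mutant channel to the surface after 24 h compound exposure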
INS-1E GSIS act: GLuc luminescence reporter in INS-1E cells, primary screen for activators of glucose-dependent secretion of insulin. INS-1E GLuc reporter insulin secretion, 2-3 h. activation, % at 16.6 µM. 370,000 tested, 0.61% active. AID 743287, 2014;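 active = lowest replicate activation of at least 40%, so every replicate reaches that level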;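 also: 0% = median of neutral control wells and 100% = median of IBMX positive control wells; some compounds called inactive have numbers as strong as hits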
CASP6 VEID inh: human caspase-6 inhibitors, primary screen, biochemical, VEID-R110 fluorescence, single point, set 2; P55212; purified caspase-6, Z-VEID-R110 cleavage fluorescence; inhibition, % at 12.5 µM; 350,000 tested, 0.53% active;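 active = mean inhibition across replicates at least about 35%, with every replicate also reaching that limit, limit read from the data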;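 also: 0% = median of neutral control wells and 100% = no fluorescence left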
Target sequence (P55212 24-179 limits assumed): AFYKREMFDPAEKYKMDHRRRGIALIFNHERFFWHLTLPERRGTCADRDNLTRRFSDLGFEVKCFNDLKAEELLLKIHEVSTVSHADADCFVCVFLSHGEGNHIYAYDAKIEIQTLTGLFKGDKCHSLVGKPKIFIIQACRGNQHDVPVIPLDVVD
Target sequence (P55212 194-293 limits assumed): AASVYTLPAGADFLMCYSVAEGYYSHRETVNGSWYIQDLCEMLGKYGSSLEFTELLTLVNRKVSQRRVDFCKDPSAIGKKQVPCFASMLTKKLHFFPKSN
Numbers without * were called inactive; nt = no result given. Not all compounds are listed; rates above refer to the full screens.

1) CCOC(=O)[C@]12Cc3cc(C)ccc3[C@H]1N(Cc1ccccc1)C(=O)c1cc(OC)ccc12
2) Cc1ccc(OP(=O)(NC(C)c2ccccc2)Oc2ccc(C)cc2)cc1 (configuration not stated)
3) COc1ccccc1NC(=O)COC(=O)c1cc(C)n(C2CC2)c1C
4) CCN(CC)c1ccc([N+](=O)[O-])c2cccnc12
5) COC(=O)C1=C(c2cccc(OCc3ccccc3)c2)C[C@@H]2CC[C@H]1N2C(=O)NC1CCN(Cc2ccccc2)CC1
6) CN(C)Cc1c[nH]c2cc([N+](=O)[O-])ccc12
7) O=C1CC(=O)N(c2ccccc2)C(=O)N1
8) C/C(=N/O)c1ccc2ccc3ccccc3c2c1

| Assay by compound | 1 | 2 | 3 | 4 | 5 | 6 | 7 | 8 |
| --- | --- | --- | --- | --- | --- | --- | --- | --- |
| E-selectin induc | -0.2 | nt | -0.1 | nt | -0.1 | -0.1 | 0.4 | 0.3 |
| RAD54 inh | nt | nt | 1 | nt | -6 | -4 | nt | nt |
| Xi reactivation | 0.3 | 0.0 | -0.1 | 0.0 | 0.0 | 0.1 | 0.6 | 0.0 |
| DENV2 CPE rescue | 8 | -4 | -4 | -5 | 5 | -5 | -1 | 7 |
| RAD52 inh | -12 | -6 | -13 | -16 | -12 | 2 | -51 | -14 |
| CFTR F508del cor | 1.6 | 2.1 | -0.3 | -2.6 | -0.1 | 1.0 | 0.2 | 0.5 |
| INS-1E GSIS act | 23 | 0 | nt | 18 | -42 | -2 | 9 | nt |
| CASP6 VEID inh | -1 | 1 | 0 | 1 | 3 | -4 | -3 | 6 |

Some entries already given, reduced to RAD52 inh.
| No. | canonical_smiles | RAD52 inh |
| --- | --- | --- |
| 4 | CCN(CC)c1ccc([N+](=O)[O-])c2cccnc12 | -16 |
| 5 | COC(=O)C1=C(c2cccc(OCc3ccccc3)c2)C[C@@H]2CC[C@H]1N2C(=O)NC1CCN(Cc2ccccc2)CC1 | -12 |
| 6 | CN(C)Cc1c[nH]c2cc([N+](=O)[O-])ccc12 | 2 |

Back to the main list, starting three compounds before the break.
6) CN(C)Cc1c[nH]c2cc([N+](=O)[O-])ccc12
7) O=C1CC(=O)N(c2ccccc2)C(=O)N1
8) C/C(=N/O)c1ccc2ccc3ccccc3c2c1
9) CN(C)c1ccc(C2C3C=CC(C3)C2(C#N)C(=O)O)c(Br)c1 (configuration not stated)
10) COC(=O)C1=C(c2c(C)noc2C)C[C@@H]2CC[C@H]1N2C(=O)NCc1ccc2c(c1)OCO2
11) C=CCn1c(O)c(C(C)=NCCCN(C)C)c(=O)[nH]c1=O
12) O=C(O)[C@H]1[C@H](CO)[C@H]2Cn3c(ccc(C4=CCCC4)c3=O)[C@@H]1N2C(=O)Cc1ccccn1

| Assay by compound | 6 | 7 | 8 | 9 | 10 | 11 | 12 |
| --- | --- | --- | --- | --- | --- | --- | --- |
| E-selectin induc | -0.1 | 0.4 | 0.3 | 0.5 | 0.4 | 50* | 0.3 |
| RAD54 inh | -4 | nt | nt | -3 | -7 | nt | 4 |
| Xi reactivation | 0.1 | 0.6 | 0.0 | 0.1 | -0.3 | 0.1 | -0.1 |
| DENV2 CPE rescue | -5 | -1 | 7 | 4 | -11 | 1 | 4 |
| RAD52 inh | 2 | -51 | -14 | -7 | -4 | -26 | -20 |
| CFTR F508del cor | 1.0 | 0.2 | 0.5 | -3.8 | 1.0 | -0.1 | 1.7 |
| INS-1E GSIS act | -2 | 9 | nt | -2 | -6 | 3 | 6 |
| CASP6 VEID inh | -4 | -3 | 6 | 4 | -1 | -44 | 2 |
